# FLuc counter: firefly luciferase modulation, counter-screen for miR-21 project; Potency, µM (highest dose often 57.5 µM), for the others: at the highest dose activity change, negative = inhibition, usual class: inhibitors; P08659; purified FLuc, Km substrates, luminescence inhibition; 360,000 tested, 6.9% active;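 note: potency is the fitted concentration of half-maximal effect; plate controls were vehicle for no effect and reference inhibitor for full effect; nearly all actives have a fitted effect of over 55% in size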
#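 Purified P. pyralis luciferase, 10 nM final, with Km-level 10 uM D-luciferin and 10 uM ATP in 50 mM Tris acetate pH 7.5, 10 mM Mg acetate, 0.01% Tween-20, 0.05% BSA; 6-point qHTS titration about 60 µM downward; luminescence read.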
# TRPV1 ag: activates the human vanilloid receptor TRPV1; TRPV1-expressing cells, Fluo-8 calcium influx, agonist mode; activation, % at 8.33 µM; 320,000 tested, 0.19% active; AID 540275; in the data active = activation above about 80%; inconclusive = between about 30% and that limit; note: 0% is about no effect
# Target sequence (Q8NER1 whole entry, looked up): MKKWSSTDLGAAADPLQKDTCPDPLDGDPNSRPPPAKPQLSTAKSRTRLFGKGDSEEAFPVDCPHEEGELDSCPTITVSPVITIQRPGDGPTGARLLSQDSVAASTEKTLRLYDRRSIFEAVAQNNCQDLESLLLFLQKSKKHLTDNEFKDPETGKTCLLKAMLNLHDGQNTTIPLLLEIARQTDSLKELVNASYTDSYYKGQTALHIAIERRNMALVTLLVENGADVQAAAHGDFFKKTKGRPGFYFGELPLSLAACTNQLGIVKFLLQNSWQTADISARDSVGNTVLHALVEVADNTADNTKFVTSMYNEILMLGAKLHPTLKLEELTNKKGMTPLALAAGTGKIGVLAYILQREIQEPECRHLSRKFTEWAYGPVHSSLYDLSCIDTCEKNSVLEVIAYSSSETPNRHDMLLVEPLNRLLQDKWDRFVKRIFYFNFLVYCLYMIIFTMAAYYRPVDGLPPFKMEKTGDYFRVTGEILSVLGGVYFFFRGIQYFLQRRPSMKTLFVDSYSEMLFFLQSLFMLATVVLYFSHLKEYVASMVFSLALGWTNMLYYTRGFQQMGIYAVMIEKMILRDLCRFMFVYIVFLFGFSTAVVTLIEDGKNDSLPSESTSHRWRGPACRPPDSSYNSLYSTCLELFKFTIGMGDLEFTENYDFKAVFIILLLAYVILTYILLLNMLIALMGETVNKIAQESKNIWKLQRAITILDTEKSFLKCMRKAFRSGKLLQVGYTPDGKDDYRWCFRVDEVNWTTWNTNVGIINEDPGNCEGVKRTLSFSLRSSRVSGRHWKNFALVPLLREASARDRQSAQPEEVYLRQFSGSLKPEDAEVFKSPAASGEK
#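 Fluo-8 calcium influx in TRPV1-expressing cells, kinetic read (ex 480/em 520 nm). Compound added and read 3 min for agonist activity, followed by capsaicin at EC20 final and 2 min further read for enhancement.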
# NPC1 promoter act: activators of NPC1 promoter. Huh7 NPC1 promoter luciferase reporter, 24 h. Potency, µM (series often up to 9.22 µM), for the others: top-dose activation, usual class: activators. AID 485313. 320,000 tested, 2.4% active;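 note: potency is the fitted concentration of half-maximal effect; % of control where 0% means no effect; nearly all actives have a fitted effect of over 60% in size; reporter is driven by a mutant NPC1 promoter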
#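 Huh7 reporter cells (NPC1 promoter driving luciferase) are dosed with compound for 24 h at 37 °C, 5% CO2; luciferase detection reagent is then added and luminescence measured after 10 min at ambient temperature.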
# RORg inh: inhibitors of mouse ROR gamma transcriptional activity | P51450 | Drosophila S2 Gal4-RORgamma UAS-luciferase reporter, 20 h | 310,000 tested, 5.4% active | AID 2551 | Potency, µM (series often up to 53.6 µM), without a hit: at the highest dose activity change, negative = inhibition, usual class: inhibitors; note: potency is the fitted concentration of half-maximal effect; % is set by controls: 0 for no effect and ±100 for the full control effect; nearly all actives have a fitted effect of over 60% in size
#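 Schneider cells (Drosophila), stable Gal4 DBD–ROR gamma + UAS-luc; 1 hr cmpd preincubation; Cu2+ induction 700 uM final; 20 hr ambient; luminescence.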
# p53 reactivator: re-activators of mutant p53 | H1299 p53-A138V BP100-luciferase reporter, luminescence, 24 h | Potency, µM (top dose mostly 92.2 µM), inactives show at the highest dose activity change, positive = activation, hits mostly activators | 320,000 tested, 0.063% active | AID 504706; note: potency is the fitted concentration of half-maximal effect; % of control where 0% means no effect; nearly all actives have a fitted effect of over 45% in size
#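 p53-null H1299 cells stably carrying temperature-sensitive p53-A138V and a BP100-luciferase reporter were pinned with compounds (4-point, 1:5 series) and held 24 hrs at 37 deg C. Luminescence was read 10 min after detection reagent.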
# Tb PFK block: inhibitors of T. brucei phosphofructokinase; AID 485367; T. brucei PFK, ADP-Glo luminescence; 330,000 tested, 0.17% active; O15648; Potency, µM (top dose mostly 57.5 µM), inactives show at the highest dose activity, negative = inhibition, most hits filed as inhibitors;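 note: potency is the fitted concentration of half-maximal effect; 0% = uninhibited 1x PFK enzyme wells and -100% = no-enzyme wells; nearly all actives have a fitted effect of over 60% in size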
#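 PFK 1.25 nM, F6P 0.5 mM, ATP 0.1 mM, 0.1 M TEA pH 8.0, 5 mM MgCl2, 0.01% Tween20, 0.1% BSA; 45 min RT. ADP-Glo readout. qHTS titration up to 57 uM; curves fitted, compounds curve-classed.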
# VP16 counter: Gal4-VP16 reporter inhibition counter-screen; Drosophila S2 Gal4-VP16 UAS-luciferase, luminescence, 20 h; Potency, µM (doses to about 53.6 µM), for the others: top-dose activity, negative = inhibition, actives largely listed as inhibitors; AID 2546; 310,000 tested, 3.5% active;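 note: Gal4-VP16 expression switched on by copper sulfate through the metallothionein promoter; potency is the fitted concentration of half-maximal effect; % is set by controls: 0 for no effect and ±100 for the full control effect; nearly all actives have a fitted effect of over 50% in size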
# Rab9 prom act: activates the Rab9 promoter. Huh7 Rab9 promoter-luciferase reporter, luminescence, 24 h. Potency, µM (doses to about 9.22 µM), inactives show top-dose activation, negative = inhibition, usual class: activators. 320,000 tested, 2.8% active; note: potency is the fitted concentration of half-maximal effect; % of control where 0% means no effect; nearly all actives have a fitted effect of over 60% in size
#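 Measured in stably transfected Huh7 cells bearing a Rab9 promoter–luciferase construct: 24 h compound treatment at 37 °C, followed by luminescence detection.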
# ELG1 genotox: genotoxicity induction in ELG1-luciferase HEK293T cells; Potency, µM (top dose mostly 46 µM), inactives show at the top dose activity change, positive = activation, actives largely listed as activators; HEK293T ELG1-luciferase reporter, luminescence, 16 h; 330,000 tested, 1.3% active; note: potency is the fitted concentration of half-maximal effect; % of control where 0% means no effect; nearly all actives have a fitted effect of over 60% in size
#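 16 hr compound incubation (37 °C, 5% CO2) of HEK293T cells carrying luciferase-tagged ELG1; luciferase then measured by ONE-Glo luminescence after 30 min at RT.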
# BRCA1 expr up: BRCA1 expression activation; MCF7-BRCA1-FFLuc reporter, luminescence, 48 h; response scale: scaled: vehicle 0%, 10 µM genistein 100%; Potency, µM (titrated, usually from 46.1 µM), inactives show top-dose activation, usual class: activators; 380,000 tested, 1.1% active; note: potency is the fitted concentration of half-maximal effect; nearly all actives have a fitted effect of over 80% in size; some results filed as inactive show a strong effect at the top dose
#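 MCF7-BRCA1-FFLuc cells, 2000/well in phenol-red-free MEM, attached 2 h then treated 48 h at 37 C. Luciferase luminescence read 15 min after reagent; normalized to genistein maximum activation (10microM) and DMSO, concentration-response fitted.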
# ELG1 DNA repair: blocks ELG1-dependent DNA repair in HEK293T cells. Potency, µM (doses to about 46.1 µM), for inactives: at the highest dose activity change, negative = inhibition, most hits filed as inhibitors. 330,000 tested, 2.3% active. HEK293T ELG1-luciferase reporter, luminescence, 16 h; DNA damage induced by 5-fluorouridine; note: potency is the fitted concentration of half-maximal effect; % is set by controls: 0 for no effect and ±100 for the full control effect; nearly all actives have a fitted effect of over 55% in size
#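 Overnight (16 hr) co-exposure of 2,000 cells/well to 5-fluorouridine and compound at 37 °C preceded detection. Luciferase was quantified via ONE-Glo luminescence; loss of signal denotes inhibition.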
# The depositor's hits bear a star; ? = inconclusive; · = no result given; [ ] = dose if it differs, or a comment. Unless noted, calls come from the whole dose curve; as a rule, active = well fitted curve in the direction sought with a large enough effect; inconclusive = small, poorly fitted or top-dose-only effect, or another doubt; inactive = no such curve, though single readings can be large; an effect the other way counts as inactive or inconclusive.
compound	FLuc counter	RORg inh	VP16 counter	TRPV1 ag	Tb PFK block	ELG1 DNA repair	BRCA1 expr up	NPC1 promoter act	Rab9 prom act	p53 reactivator	ELG1 genotox
O=C(CSc1nnnn1C1CCCCC1)Nc1ccccc1N1CCOCC1	-10%	1%	14%	-4	-1%	-7%	0%	-5%	8%	4%	-5%
COc1ccc(CNC(=O)CSc2nnc(C)c(=O)[nH]2)cc1	0%	-22%	5%	2	-4%	?	-6%	-3%	-8%	0%	2%
CCOC(=O)c1c(C)n(-c2ccc(C)cc2)c2c(C(C(C)=O)C(=O)O)c(Br)c(O)c(O)c12 (configuration not stated)	-3%	-2%	-8%	-7	?	-16%	-53%	5%	2%	-11%	-1%
NCCc1nnc(SCc2c(F)cccc2Cl)o1	6%	15%	8%	-1	1%	-2%	-1%	0%	0%	2%	-2%
COc1ccc2nc(NC(=O)CCNC(=O)c3ccco3)sc2c1	12µM*	·	·	1	3%	?	?	3.2µM*	3.2µM*	?	?
O=C(CSc1nnnn1-c1ccccc1)Nc1ncc2c(n1)CC(c1ccccc1)CC2=O (configuration not stated)	13%	-1%	-8%	2	3%	-5%	-57%	-1%	-5%	6%	3%
COC(=O)Nc1ccc(S(=O)(=O)NCc2ccccn2)cc1	2%	10%	19%	1	2%	-17%	-12%	-4%	4%	-2%	-6%
CCOC(=O)c1ccc(NC(=O)c2cc3ccccc3o2)cc1	9.5µM*	0%	-6%	?	-1%	-1%	51%	?	?	8%	15%
Cc1cc(Nc2ccccc2)n(-c2cccc(Cl)c2)n1	10%	-3%	-3%	19	-2%	13%	-34%	-1%	-2%	9%	-2%
CCSC1(SCC)N=C(N)C2(C#N)C(c3ccc(OC)c(OC)c3OC)C12C#N (configuration not stated)	-7%	11µM*	2.5µM*	-2	-2%	15µM*	-31%	1%	-4%	-33%[inhibitor]	11%

# 2 entries drawn at random from those above, as already listed:
compound	FLuc counter	RORg inh	VP16 counter	TRPV1 ag	Tb PFK block	ELG1 DNA repair	BRCA1 expr up	NPC1 promoter act	Rab9 prom act	p53 reactivator	ELG1 genotox
NCCc1nnc(SCc2c(F)cccc2Cl)o1	6%	15%	8%	-1	1%	-2%	-1%	0%	0%	2%	-2%
Cc1cc(Nc2ccccc2)n(-c2cccc(Cl)c2)n1	10%	-3%	-3%	19	-2%	13%	-34%	-1%	-2%	9%	-2%

# Remaining list, next part.
compound	FLuc counter	RORg inh	VP16 counter	TRPV1 ag	Tb PFK block	ELG1 DNA repair	BRCA1 expr up	NPC1 promoter act	Rab9 prom act	p53 reactivator	ELG1 genotox
Cc1cc(NS(=O)(=O)c2ccc(NC(=O)C(C)Oc3cccc(C)c3C)cc2)nc(C)n1 (configuration not stated)	4%	?	-13%	4	-6%	5%	-15%	-2%	1%	2%	-2%
Cc1ccc(-c2nnc(CN3CCCCC3C)o2)cc1 (configuration not stated)	-15%	9%	-6%	-1	-1%	12%	30%	2%	2%	?	9%
O=C(Nc1ccccc1Oc1ccccc1)C1CCCC1	-1%	13%	-5%	-3	-3%	-4%	-4%	-3%	-6%	-5%	0%
Cc1cccc(N2CC(O)(c3cccs3)[N+]3=C2CCCC3)c1C (configuration not stated)	-1%	8%	35µM*	3	0%	-20%	-51%	-3%	0%	5%	-13%
Cc1ccc(S(=O)(=O)N2CCC3(CC2)OCCO3)s1	0%	2%	7%	0	0%	26%	-22%	-6%	0%	26%	1%
COc1cccc(N/C(N)=N/c2nc(C(F)(F)F)cc(C(F)(F)F)n2)c1	-9%	20%	-17%	-6	-6%	?	-22%	5%	-17%	2%	-5%
CCn1c(CN2CCOCC2)nnc1SCC(=O)Nc1ccccc1C	-2%	-12%	-1%	1	0%	5%	-2%	-2%	14%	12%	0%
CC1(C)CC(=O)c2c(O)cc(OCC(=O)N3CCN(c4ccccc4)CC3)cc2O1	15µM*	36%	-2%	?	-1%	-9%	3%	0%	0%	5%	-6%
Cc1cc(C)cc(N(CC(=O)NC2CCCC2)C(=O)CNC(=O)c2ccco2)c1	-1%	-31%	0%	-1	-4%	-2%	-9%	?	3%	3%	0%
O=C(Nc1ccc(F)c([N+](=O)[O-])c1)C(=O)c1c(O)[nH]c2ccccc12	?	4%	-6%	0	?	7%	-1%	-2%	0%	8%	1%

# Reformatted with two lines to a compound: entries from further up.
# Every second line gives: FLuc counter	RORg inh	VP16 counter	TRPV1 ag	Tb PFK block	ELG1 DNA repair	BRCA1 expr up	NPC1 promoter act	Rab9 prom act	p53 reactivator	ELG1 genotox
> CCOC(=O)c1ccc(NC(=O)c2cc3ccccc3o2)cc1
 : 9.5µM*	0%	-6%	?	-1%	-1%	51%	?	?	8%	15%
> Cc1cc(Nc2ccccc2)n(-c2cccc(Cl)c2)n1
 : 10%	-3%	-3%	19	-2%	13%	-34%	-1%	-2%	9%	-2%
> CCSC1(SCC)N=C(N)C2(C#N)C(c3ccc(OC)c(OC)c3OC)C12C#N (configuration not stated)
 : -7%	11µM*	2.5µM*	-2	-2%	15µM*	-31%	1%	-4%	-33%[inhibitor]	11%
> Cc1cc(NS(=O)(=O)c2ccc(NC(=O)C(C)Oc3cccc(C)c3C)cc2)nc(C)n1 (configuration not stated)
 : 4%	?	-13%	4	-6%	5%	-15%	-2%	1%	2%	-2%
> Cc1ccc(-c2nnc(CN3CCCCC3C)o2)cc1 (configuration not stated)
 : -15%	9%	-6%	-1	-1%	12%	30%	2%	2%	?	9%
> O=C(Nc1ccccc1Oc1ccccc1)C1CCCC1
 : -1%	13%	-5%	-3	-3%	-4%	-4%	-3%	-6%	-5%	0%
> Cc1cccc(N2CC(O)(c3cccs3)[N+]3=C2CCCC3)c1C (configuration not stated)
 : -1%	8%	35µM*	3	0%	-20%	-51%	-3%	0%	5%	-13%
> Cc1ccc(S(=O)(=O)N2CCC3(CC2)OCCO3)s1
 : 0%	2%	7%	0	0%	26%	-22%	-6%	0%	26%	1%
> COc1cccc(N/C(N)=N/c2nc(C(F)(F)F)cc(C(F)(F)F)n2)c1
 : -9%	20%	-17%	-6	-6%	?	-22%	5%	-17%	2%	-5%
> CCn1c(CN2CCOCC2)nnc1SCC(=O)Nc1ccccc1C
 : -2%	-12%	-1%	1	0%	5%	-2%	-2%	14%	12%	0%

# Continued.
compound	FLuc counter	RORg inh	VP16 counter	TRPV1 ag	Tb PFK block	ELG1 DNA repair	BRCA1 expr up	NPC1 promoter act	Rab9 prom act	p53 reactivator	ELG1 genotox
CCCC(NC(=O)C(C)N1CCN(S(=O)(=O)c2ccccc2)CC1)c1ccccc1 (configuration not stated)	0%	·	·	9	0%	-6%	-21%	-1%	-5%	-1%	-3%
O=C(O)c1ccccc1NS(=O)(=O)c1ccccc1C(F)(F)F	9%	?	-9%	2	-10%	9%	0%	-1%	-3%	-3%	-6%
O=C(O)c1ccccc1N/N=C/C1=C(N2CCOCC2)C(=C\c2ccccc2)/CC1	?	?	-1%	5	1%	?	36%	4%	-2%	13%	-3%
Cc1nnc(NC(=O)Cc2ccc(OCc3c(C)noc3C)cc2)s1	0%	-18%	5%	-2	2%	?	-30%	-2%	-1%	-3%	1%
COc1ccc(O)c(C(=O)CC(=O)c2ccc(F)cc2)c1	12µM*	?	?	?	0%	?	-50%	0.56µM*	0.71µM*	13%	?
CC(=O)c1ccc(N2CCN(C(=S)Nc3ccc(Oc4ccccc4)cc3)CC2)cc1	-4%	3.2µM*	4.5µM*	?	8%	5.8µM*	-29%	-31%[inhibitor]	-23%	25%	-8%
O=C(NCCN1C(=O)S/C(=C\c2ccc(Cl)cc2)C1=O)c1ccc(F)c(S(=O)(=O)N2CCOCC2)c1	-14%	?	-18%	0	5%	?	21%	?	?	12%	?
COC(=O)[C@H](CCSC)NC(=O)Nc1ccc(OC)cc1	1%	-8%	-5%	0	-3%	0%	6%	-2%	-8%	0%	0%
CC12CCC(C(=O)N(CCCCN3CCN(Cc4ccccc4)CC3)C1=O)C2(C)C (configuration not stated)	-2%	9%	-5%	3	-5%	0%	-20%	-4%	3%	0%	-7%
CC(=O)OCCN(CCCn1c(-c2ccncc2)nc2ccccc21)c1nc(-c2ccc(C)cc2)cs1	1%	?	1%	0	7%	-18%	-17%	1%	4%	·	-6%
Cc1nc2nc(-c3ccco3)[nH]n2c(=O)c1Cc1ccccc1	?	?	10%	-5	-1%	13%	-24%	1%	-4%	1%	2%
CCOc1ccc(NC(=O)CSc2nc3ccccc3nc2N2CCCC2)cc1	2%	-20%	-5%	16	0%	-8%	-2%	1%	-2%	3%	0%
